Source: PubChem (National Center for Advancing Translational Sciences (NCATS))
GAA inhib = alpha-glucosidase (human) inhibition | purified human GAA, 4-MU-alpha-glucoside fluorescence | Potency, µM (titrated, usually from 76.9 µM), inactives show at the highest dose activity change, negative = inhibition, most hits filed as inhibitors | hit rate 0.005% among 200,000 | AID 1466;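 note: plate controls were uninhibited enzyme wells for no effect and no-enzyme background for full effect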
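Human enzyme at 4 nM with 400 uM 4-methylumbelliferyl-alpha-D-pyranoside, citrate/phosphate buffer pH 5.0, 0.005% Tween-20, 20 min at room temperature. Compounds up to 77 uM. 4-MU fluorescence (Ex 365/Em 440) read after NaOH/glycine stop; AC50 from Hill fit.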
RECQ1 helicase = blocks DNA unwinding by human RECQ1; RECQ1 DNA unwinding, red fluorescence kinetic read; Potency, µM (series often up to 57.3 µM), for inactives: at the highest dose activity, negative = inhibition, most hits filed as inhibitors; hit rate 0.54% among 240,000; AID 2549;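 note: plate controls were vehicle for no effect and no enzyme for full effect; nearly all actives have a fitted effect of over 30% in size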
Target sequence (P46063 whole entry, looked up): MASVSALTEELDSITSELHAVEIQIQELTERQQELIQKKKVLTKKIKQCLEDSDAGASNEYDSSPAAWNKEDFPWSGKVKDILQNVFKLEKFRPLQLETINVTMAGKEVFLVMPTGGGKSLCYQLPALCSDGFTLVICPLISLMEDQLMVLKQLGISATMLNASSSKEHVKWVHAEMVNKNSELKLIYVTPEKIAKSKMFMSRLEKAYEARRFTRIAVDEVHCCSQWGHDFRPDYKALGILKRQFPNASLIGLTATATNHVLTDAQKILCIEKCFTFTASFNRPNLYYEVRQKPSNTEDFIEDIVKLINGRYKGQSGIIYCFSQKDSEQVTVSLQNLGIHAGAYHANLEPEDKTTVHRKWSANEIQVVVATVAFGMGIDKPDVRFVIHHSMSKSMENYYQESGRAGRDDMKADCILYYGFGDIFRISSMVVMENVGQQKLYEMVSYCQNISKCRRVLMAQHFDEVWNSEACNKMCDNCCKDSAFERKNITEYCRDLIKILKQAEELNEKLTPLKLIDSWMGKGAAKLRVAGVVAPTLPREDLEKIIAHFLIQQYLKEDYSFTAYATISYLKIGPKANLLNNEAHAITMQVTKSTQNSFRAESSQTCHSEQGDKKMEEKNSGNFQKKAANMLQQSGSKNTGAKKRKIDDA
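RECQ1T1 50 nM; forked duplex (20 bp + 30-nt ss tails) 200 nM, ATP 2 mM final; pH 8.0, 2 mM MgCl2, 2.5 ug/ml poly(dI-dC); 15 min compound preincubation; discontinuous kinetic read over 2 h at RT.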
TRb-SRC2 inh = disrupts binding of human TR beta to SRC2 | P10828 | TRbeta-SRC2 peptide binding, fluorescence polarization; receptor liganded with 1 µM T3 | Potency, µM (titrated, usually from 106 µM), inactives show at the top dose activity change, negative = inhibition, usual class: inhibitors | hit rate 0.065% among 280,000 | AID 1469;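 note: plate controls were bound peptide for no effect and peptide without receptor for full effect; nearly all actives have a fitted effect of over 50% in size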
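TRb LBD 0.6 uM + Texas Red SRC2 peptide 20 nM, 1 uM T3, Tris buffer w/ 5% DMSO; compound pinned, 5 h RT; FP read ex 555/em 632; normalized to unbound and bound controls.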
GoLoco inh red = RGS12 GoLoco-Gai1 interaction inhibition. P63096. Potency, µM (doses to about 61.6 µM), for the others: at the top dose activity, negative = inhibition, actives largely listed as inhibitors. hit rate 0.44% among 230,000. Gai1:RGS12 GoLoco peptide FP, rhodamine, 10 min. AID 880; active = well fitted inhibition curve with a large enough effect, not every such curve was filed as active; inactive = no such curve, though single readings can be large or run the other way; note: nearly all actives have a fitted effect of over 30% in size; many of its hits are not listed in these tables
Target sequence (P63096 whole entry, looked up): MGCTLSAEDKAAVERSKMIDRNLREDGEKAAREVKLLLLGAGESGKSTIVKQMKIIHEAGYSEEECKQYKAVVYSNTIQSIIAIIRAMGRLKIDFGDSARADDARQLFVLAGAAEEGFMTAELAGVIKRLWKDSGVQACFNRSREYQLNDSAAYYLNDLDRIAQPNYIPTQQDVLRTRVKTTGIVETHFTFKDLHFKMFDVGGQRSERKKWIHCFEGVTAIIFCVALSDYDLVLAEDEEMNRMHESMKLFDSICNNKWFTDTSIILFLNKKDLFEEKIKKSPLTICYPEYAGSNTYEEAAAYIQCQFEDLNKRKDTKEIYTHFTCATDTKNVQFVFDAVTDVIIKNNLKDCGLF
GAA glycogen mod = GAA glycogen-cleavage inhibition or activation | P10253 | recombinant GAA, glycogen substrate, Amplex Red glucose oxidase fluorescence | Potency, µM (series often up to 76.4 µM), inactives show at the top dose activity change, negative = inhibition, hits mostly inhibitors | hit rate 0.38% among 300,000 | AID 2100;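 note: 0% = full enzyme reaction and -100% = no-enzyme basal signal; the screen sought inhibitors and activators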
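qHTS, 1536-well; enzyme 4 nM final; cpd up to 77 uM; substrate bovine liver glycogen 30 ug; 50 mM citrate/phosphate pH 5.0, 0.01% Tween-20; 37 C, 40 min; Amplex Red detection 45 min RT; Hill fit → AC50.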
L3MBTL1 block = blocks human L3MBTL1; Q9Y468; AlphaScreen L3MBTL1–H3K9me1 peptide binding; Potency, µM (top dose mostly 57.1 µM), inactives show top-dose activity, negative = inhibition, actives largely listed as inhibitors; hit rate 0.66% among 230,000; AID 485360; note: nearly all actives have a fitted effect of over 60% in size
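First, the protein-peptide complex forms for 30 min at room temperature (L3MBTL1 50 nM, biotinylated H3K9me1 peptide 75 nM). Next, compounds are pin-transferred and incubated 30 min. Finally, AlphaScreen beads are added and read after 30 min.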
GAA spleen mod = inhibitors or activators of human alpha-glucosidase in spleen homogenate; P10253; human spleen homogenate, 4-MU-alpha-glucoside fluorescence; Potency, µM (highest dose often 79.9 µM), for inactives: at the highest dose activity change, negative = inhibition, most hits filed as inhibitors; hit rate 0.006% among 240,000; AID 2112;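 note: 0% = enzyme with vehicle and -100% = no enzyme basal signal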
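Compounds were titrated against alpha-glucosidase in spleen homogenate at pH 5.0, with 1 mM 4-methylumbelliferyl substrate for 40 min at 37 C. Reactions were quenched with pH 10 NaOH/glycine and fluorescence measured.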
TexasRed fluor = alters Texas Red total fluorescence, flagging assay interference; hit rate 0.29% among 280,000; Potency, µM (doses to about 106 µM), for inactives: at the highest dose fluorescence change, negative = quenching; TRb/SRC2 Texas Red total fluorescence interference; AID 1479; active = well fitted curve in either direction with a large enough effect; inconclusive = small, poorly fitted or top-dose-only effect
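Flags fluorescent or light-absorbing compounds by total fluorescence, S + 2P, at 555 nm excitation and 632 nm emission. Mixture: 20 nM Texas Red SRC2 peptide, 0.6 uM human TRb LBD, 1 uM T3, 5% DMSO; compound exposure 5 h at ambient temperature.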
An asterisk follows results filed as active; i = inactive; ? = inconclusive; nt = not tested or not shown; [ ] = remark or other dose. Unless noted, calls come from the whole dose curve; as a rule, active = well fitted curve in the direction sought with a large enough effect; inconclusive = small, poorly fitted or top-dose-only effect, or another doubt; inactive = no such curve, though single readings can be large; an effect the other way counts as inactive or inconclusive. Unless noted, % is set by controls: 0 for no effect and ±100 for the full control effect; potency is the fitted concentration of half-maximal effect. A portion of the library. The share of hits here may be higher or lower than overall.

SMILES | GAA inhib | RECQ1 helicase | TRb-SRC2 inh | GoLoco inh red | GAA glycogen mod | L3MBTL1 block | GAA spleen mod | TexasRed fluor
CC1(C)C2([N+](=O)[O-])CN3CC1([N+](=O)[O-])CN(C2)C3C(O)C(O)C(O)CO (stereo not drawn) | nt | -2% | 0% | 7% | 0% | nt | 0% | -1%
CCOC(=O)c1c(CN2CCOCC2)n(-c2ccccc2)c2ccc(O)cc12 | -5% | 2% | 0% | 5% | -12% | nt | -12% | -4%
O=S(=O)(NCCc1csc(-c2ccccc2)n1)c1ccc2c(c1)OCCO2 | -6% | -12% | -25% | 1% | -10% | 0% | 4% | 0%
CC(OC(=O)c1cc2sccc2n1C)C(=O)NCC1CCCO1 (stereo not drawn) | 2% | -9% | -6% | nt | 7% | 6% | 11% | -1%
COCc1c(C(=O)N/N=C(/C)c2ccccc2)nnn1-c1nonc1N | 1% | i | 1% | 10% | -16% | 1% | -2% | 1%
CCNS(=O)(=O)c1ccc(OCCNS(C)(=O)=O)cc1 | -13% | -12% | 0% | -6% | 8% | 7% | -1% | -10%
CCCc1cc(=O)[nH]c(Nc2cc(OC)ccc2OC)n1 | -12% | -2% | -7% | -11% | -5% | -2% | -3% | -2%
CC(C)c1nc(SCC(=O)c2ccccc2)c2c(=O)n(C)c(=O)n(C)c2n1 | 2% | i | -1% | -3% | 2% | 12% | 2% | 1%
CC(=O)N1N=C(c2ccccc2)OC1c1cccnc1 (stereo not drawn) | 14% | 23% | 1% | 2% | 17% | 4% | 1% | 0%
Cc1cccc(N2C(=O)C(Cc3ccccc3)NC2=S)c1 (stereo not drawn) | 3% | -3% | 0% | 0% | -28% | 14% | -7% | -4%
Cn1cnnc1SC(C(=O)Nc1cc(Cl)cc(Cl)c1)c1ccccc1 (stereo not drawn) | -5% | -8% | 6% | 1% | -16% | ? | -7% | 1%
COc1cccc(CNC(=O)CCC2CCCN(C(=O)CCc3c(C)noc3C)C2)c1 (stereo not drawn) | nt | i | 4% | 3% | -1% | 3% | 4% | -3%
COc1ccc(C2(O)CN(c3ccc(C)cc3)C3=[N+]2CCCC3)cc1 (stereo not drawn) | 4% | 28% | 4% | 7% | 8% | 10% | -2% | -2%
CCOC(=O)c1sc2nc(NC(=O)C3CC3)sc2c1C | ? | -1% | -9% | -6% | -15% | nt | 8% | 0%
CN(C)S(=O)(=O)c1cccc(NC(=O)Cn2cnc3ccccc3c2=O)c1 | -9% | -15% | -6% | -12% | 3% | nt | -3% | -6%
Cc1nnc(Sc2nc3c(c(=O)n(C)c(=O)n3C)n2Cc2ccc(Cl)cc2)s1 | 1% | 13% | 3% | -2% | 4% | -6% | 4% | -1%
Cc1cc(C)n(-c2nc(SCC(=O)NCC3CCCO3)c3c4c(sc3n2)CCCC4)n1 (stereo not drawn) | 0% | -3% | -2% | nt | 12% | 3% | 2% | 0%
O=C(NCc1ccc(Cl)cc1)C1CCN(S(=O)(=O)N2CCOCC2)CC1 | 2% | -13% | 1% | -9% | -6% | nt | 0% | 0%
CN(C)/C=C(\C=O)c1cccc(Cl)c1 | 10% | i | -5% | -8% | 16% | 9% | -5% | -1%
CC(C)OC(=O)CC12CN3CC(CC(=O)OC(C)C)(CN(C1)C(=O)c1ccccc1C3=O)C2=O | -5% | -2% | 5% | -1% | -4% | -3% | 5% | -3%
CCCC(=O)Nc1ccc2nc(SCC(=O)Nc3ccc(N4CCOCC4)c(Cl)c3)sc2c1 | -20% | -2% | -18% | 4.5µM* | 8% | 47%[activator] | -2% | 0%
CCC(C)(C)n1nnnc1C(c1ccc(OC)c(OC)c1)N1CCN(c2ccc(OC)cc2)CC1 (stereo not drawn) | -5%[15.4 µM] | -8% | 4% | -4% | 4% | -6% | 1% | 1%
CCCn1c(CCC(=O)Nc2ccccc2Cc2ccccc2)nc2cc(S(=O)(=O)N3CCOCC3)ccc21 | ? | ? | -2% | 156%[activator] | -6% | nt | 0% | ?
CCSc1nnc(-c2ccc(S(=O)(=O)NCc3cccs3)cc2)o1 | -1% | 11% | 2% | 15% | 5% | 6% | -8% | -1%
O=C(Nc1ccc(Cl)c(S(=O)(=O)N2CCOCC2)c1)c1ccc2c(c1)OCCO2 | -9% | i | -4% | -8% | 24% | -3% | 5% | -2%
COc1ccccc1OCCCOc1c(Cl)cc(C)cc1Cl | 8% | 12% | -7% | 2% | 2% | 72%[activator] | 1% | -3%
CCC(c1nnnn1Cc1ccco1)N(Cc1ccccc1OC)Cc1cc2cc(C)ccc2[nH]c1=O (stereo not drawn) | -12% | i | -4% | 2% | 7% | 0% | -4% | 1%
CC1(C)CC2CC(C)(CN2/C=N/c2sc3c(c2C#N)CC(C)(C)NC3(C)C)C1 (stereo not drawn) | nt | -3% | -1% | -7% | -7% | ? | 2% | 1%
CN(C)c1ccc(C(=O)N2CC(=O)N(CCc3ccccc3)C(=O)C2)cc1 | 1% | -3% | -4% | -6% | 0% | -3% | -18% | -1%
COc1cc(NC(=O)COC(=O)c2cnccn2)c(C)cc1[N+](=O)[O-] | -7%[15.4 µM] | i | 0% | 8% | -9% | 6% | -8% | -3%

Taken from the entries so far for reference:
SMILES | GAA inhib | RECQ1 helicase | TRb-SRC2 inh | GoLoco inh red | GAA glycogen mod | L3MBTL1 block | GAA spleen mod | TexasRed fluor
CCCn1c(CCC(=O)Nc2ccccc2Cc2ccccc2)nc2cc(S(=O)(=O)N3CCOCC3)ccc21 | ? | ? | -2% | 156%[activator] | -6% | nt | 0% | ?
CCSc1nnc(-c2ccc(S(=O)(=O)NCc3cccs3)cc2)o1 | -1% | 11% | 2% | 15% | 5% | 6% | -8% | -1%
O=C(Nc1ccc(Cl)c(S(=O)(=O)N2CCOCC2)c1)c1ccc2c(c1)OCCO2 | -9% | i | -4% | -8% | 24% | -3% | 5% | -2%
COc1ccccc1OCCCOc1c(Cl)cc(C)cc1Cl | 8% | 12% | -7% | 2% | 2% | 72%[activator] | 1% | -3%
CCC(c1nnnn1Cc1ccco1)N(Cc1ccccc1OC)Cc1cc2cc(C)ccc2[nH]c1=O (stereo not drawn) | -12% | i | -4% | 2% | 7% | 0% | -4% | 1%

Carrying on.
SMILES | GAA inhib | RECQ1 helicase | TRb-SRC2 inh | GoLoco inh red | GAA glycogen mod | L3MBTL1 block | GAA spleen mod | TexasRed fluor
Cc1n[nH]c(=O)n1-c1ccc(Oc2ccccc2)cc1 | -1% | 4% | 10% | 5% | -9% | -1% | -4% | -3%
CNC(=O)c1nnc(Cc2ccc(Cl)cc2)o1 | 4% | 0% | -3% | 1% | 6% | nt | -2% | -2%
CCCCN1C(=S)SC(C)(C)C1/[N+]([O-])=C/c1cccnc1 (stereo not drawn) | -16% | -5% | 5% | -1% | -9% | ? | -3% | 0%
CCOC(=O)CSc1nnc(CCc2nc3ccccc3[nH]2)n1C | -1% | -20% | 7% | 1% | 3% | 7% | -12% | 1%
Clc1cccc(-c2nnc3n2CCCCC3)c1 | 6% | i | -4% | 6% | 6% | 7% | 3% | 0%
CCN(CC)S(=O)(=O)c1cccc(-c2nnc(SCCCC(=O)c3ccc(F)cc3)o2)c1 | -7% | -11% | 2% | 5% | -1% | 14% | -5% | 0%
Cc1ccc(-n2c(COc3cccc(C)c3)n[nH]c2=S)cc1 | ? | -12% | -13% | 14% | ? | -15% | -1% | -7%
COCCN(CCOC)Cc1c(C)[nH]c2c(C)c(C)ccc2c1=O | -3%[15.4 µM] | -6% | 1% | 9% | -8% | -7% | -9% | 0%
COc1ccc(-n2c(SCC(=O)Nc3ccccc3)nnc2-c2ccc(NS(=O)(=O)c3ccc(C)cc3)cc2)cc1 | -2% | -3% | -3% | 8% | 4% | nt | -7% | -1%
CCC(NC(=O)c1cccc(Cn2cc([N+](=O)[O-])cn2)c1)c1ccc(C(C)C)cc1 (stereo not drawn) | -20% | i | -17% | 2% | -7% | nt | -3% | 0%
O=C(NC1=NCCS1)c1cccc(NC(=O)c2ccco2)c1 | -7% | i | -21% | 12% | -2% | 3% | -11% | 0%
COc1ccc(OC)c(S(=O)(=O)Nc2c(F)cccc2F)c1 | ? | -3% | -22% | -16% | 8% | nt | 6% | 2%
O=C(CNS(=O)(=O)c1ccccc1)N1CCCC1 | -7% | -18% | -4% | -10% | -3% | nt | 3% | -1%
O=c1[nH]c(-c2ccccc2Cl)nc2c1sc(=S)n2-c1ccccc1 | -6% | -7% | 0% | 5% | 6% | 0% | 2% | -5%
C/C=C/COc1nc2c(c(=O)n(C)c(=O)n2C)n1C | 3% | -5% | -6% | 11% | -4% | -3% | -2% | -5%
CC(=O)OC(C(=O)NC1CCCCC1)c1ccc(Cl)c(Cl)c1 (stereo not drawn) | 9% | -9% | -5% | -5% | 16% | 12% | -14% | -2%
CCC(CO)n1c(SCc2cc(=O)oc3cc(C)ccc23)nc2ccccc2c1=O (stereo not drawn) | -9% | i | -7% | -6% | -1% | nt | -3% | -2%
CCn1c(NCc2ccc(OC)cc2)nc2ccccc21 | nt | nt | 7% | nt | 2%[76.3 µM] | 2% | nt | -2%
Cc1ccc(C2CC(=O)Oc3cc(C)c(Cl)c(C)c32)cc1 (stereo not drawn) | nt | -13%[81.1 µM] | 4% | -13%[88.7 µM] | nt | nt | 2%[119 µM] | -1%
CC(=O)N1CCC2(CC1)CC(=O)c1cc(OCC(=O)N3CCCC3)ccc1O2 | ? | -6% | 2% | 7% | 2% | nt | 8% | -1%
O=C(NN1C(=O)c2ccccc2C1=O)c1ccncc1 | 4% | -2% | -3% | 5% | 6% | 22% | 2% | -4%
O=C(Nc1nc2nc(-c3ccccc3)cc(-c3ccccc3)n2n1)c1ccco1 | ? | -8% | 5% | 7% | -10% | -1% | 0% | -3%
O=C(CCC(=O)N/N=C/c1c[nH]c2ccccc12)NCc1ccccc1 | -1% | -2% | -6% | 6% | -6% | 9% | 7% | 0%
CCn1c(=O)cc(SCC(=O)Nc2ccc(OC)c(OC)c2)c2ccccc21 | 3% | i | -1% | 0% | -4% | nt | 1% | -3%
Cc1ccc(/C=N/NC(=O)c2ccccc2OCc2cccc(Br)c2)o1 | 3% | ? | 0% | -1% | -1% | 0% | -3% | -1%
